RGS7-Gao reg = RGS7-Galphao binding modulators, primary screen, biochemical, multiplexed bead flow cytometry. Guanine nucleotide-binding protein G(o) subunit alpha (Homo sapiens), P09471. actives lie on both sides. binding response (% of control), % at 10 µM. 220,000 tested, 0.35% active; in the data active = binding response below about 49% or above about 150%; inconclusive = no clear call, values can overlap the other calls; inactive = in between;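 note: fluorescent Galphao held in activated GDP-AlF4 state binding bead-coupled RGS7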
Target sequence (P09471 whole entry, looked up): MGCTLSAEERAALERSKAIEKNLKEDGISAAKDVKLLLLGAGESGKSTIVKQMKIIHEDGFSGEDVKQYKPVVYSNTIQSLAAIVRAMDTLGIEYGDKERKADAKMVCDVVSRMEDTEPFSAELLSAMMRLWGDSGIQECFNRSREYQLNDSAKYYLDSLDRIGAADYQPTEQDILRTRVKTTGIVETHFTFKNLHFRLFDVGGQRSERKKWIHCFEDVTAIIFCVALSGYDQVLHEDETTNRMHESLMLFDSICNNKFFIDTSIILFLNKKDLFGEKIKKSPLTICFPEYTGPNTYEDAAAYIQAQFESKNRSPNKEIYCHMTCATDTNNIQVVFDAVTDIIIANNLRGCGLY
Mcl1 Bid PPI = Mcl-1/Bid binding inhibitors, primary screen, biochemical, TR-FRET, 1536-well; TR-FRET Mcl-1/Bid-Dy647 peptide binding; Induced myeloid leukemia cell differentiation protein Mcl-1 (Homo sapiens), Q07820; 220,000 tested, 0.97% active; inhibition, % at 21.7 µM; AID 1021, 2008;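 active = compounds that cut the binding signal by more than half at the single screening dose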;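 note: His-tagged Mcl-1 with europium anti-His antibody binding Bid BH3 peptide; 0% = Mcl-1 plus peptide wells and 100% = peptide-only wells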
Target sequence (Q07820 whole entry, looked up): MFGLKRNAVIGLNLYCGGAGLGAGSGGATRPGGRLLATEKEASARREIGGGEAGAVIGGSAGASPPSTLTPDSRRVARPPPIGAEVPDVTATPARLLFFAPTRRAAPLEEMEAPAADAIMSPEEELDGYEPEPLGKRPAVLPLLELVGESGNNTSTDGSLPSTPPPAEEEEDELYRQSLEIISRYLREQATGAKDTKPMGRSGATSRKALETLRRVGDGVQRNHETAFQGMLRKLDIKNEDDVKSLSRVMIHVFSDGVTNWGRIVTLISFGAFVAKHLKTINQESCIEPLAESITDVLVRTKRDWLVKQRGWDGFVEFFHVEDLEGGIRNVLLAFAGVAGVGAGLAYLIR
RGS4-Gao reg = modulators of RGS4 binding to Galphao, primary screen, biochemical, multiplexed bead flow cytometry. AID 1415, 2008. binding response (% of control), % at 10 µM. 220,000 tested, 0.33% active. actives lie on both sides; in the data active = binding response below about 49% or above about 150%; inactive = in between;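 note: fluorescent Galphao activated with aluminum fluoride binding bead-coupled RGS4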
RGS8-Gao = RGS8-Galphao binding modulators, primary screen, biochemical, multiplexed bead flow cytometry; actives lie on both sides; AID 1423, 2008; 220,000 tested, 0.34% active; response (percent of control binding), % at 10 µM; Guanine nucleotide-binding protein G(o) subunit alpha (Homo sapiens), P09471; in the data active = response below about 60% or above about 140%; inactive = in between;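 note: Galphao activated as the GDP aluminium fluoride complex binding bead-coupled RGS8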
Active calls of the source: *; ? = inconclusive; · = no result given. A portion of the library, so the mix of outcomes need not match the whole.

Every second line gives: RGS7-Gao reg	Mcl1 Bid PPI	RGS4-Gao reg	RGS8-Gao
O=C1OCc2ccc(NC(=O)c3sccc3Cl)cc21
  ?	-17	92	98
O=[N+]([O-])c1ccc(Sc2cc[n+]([O-])c3ccccc23)c([N+](=O)[O-])c1
  ?	-9	100	99
O=C(C1CC1)N(Cc1nc2ccccc2c(=O)[nH]1)Cc1cccs1
  ?	-34	100	98
CNC(=O)CSc1nc2ccccc2c(=O)n1-c1cc(OC)ccc1OC
  ?	-37	93	96
O=C1/C(=C/c2ccccn2)SC(=S)N1c1ccc(O)cc1
  ?	31	102	98
Cc1c(OC(C(=O)O)c2ccccc2)ccc2c(-c3ccccc3)cc(=O)oc12 (stereo not given)
  ?	-2	103	103
Fc1ccc(CNCCC(Cc2ccccc2)c2ccco2)cc1 (stereo not given)
  ?	-25	104	102
COc1ccccc1Nc1nc(N)nc(CSC(=S)N2CCOCC2)n1
  ?	-33	95	101
O=C(OC(C(=O)NCc1ccco1)c1ccc(Cl)cc1)c1cccs1 (stereo not given)
  ?	-49	104	100
Cc1cc(-c2onc(C)c2C(=O)N/N=C/c2ccccc2)no1
  ?	-4	96	99
CN(C(=O)Nc1cnccc1C(F)(F)F)C1CCCCC1
  ?	-3	110	103
Cc1ccc(Cl)cc1NC(=O)COC(=O)c1ccccc1O
  ?	-9	103	100
COc1ccc(OC)c(NC(=O)C(=O)NNC(=O)C23CC4CC(CC(C4)C2)C3)c1
  ?	-89	109	104
CC(C)(C)c1cc(NCc2ccccn2)n2ncc(-c3ccc(Cl)cc3)c2n1
  ?	-75	99	102
Cc1onc(-c2ccccc2Cl)c1C(=O)NC(=S)Nc1ccc(C(C)(C)C)cc1
  ?	-31	97	97
Cc1ccc2c(C)c(C(=O)N3CCC(N4CCC(C(=O)NC5CC5)CC4)CC3)oc2c1
  ?	-19	93	104
O=C(N/N=C/C=C\c1ccccc1[N+](=O)[O-])c1cccnc1
  ?	-9	96	99
O=C1CCN(S(=O)(=O)c2ccccc2)CCN1CCOCc1cccc(F)c1
  ?	-24	103	99
CC(=O)c1ccc(Sc2ccccn2)c([N+](=O)[O-])c1
  ?	3	100	99
Cc1cccc(N2C(=O)c3ccc(C(=O)Nc4c[nH]c(=O)[nH]c4=O)cc3C2=O)c1
  ?	-32	97	101
Cc1cc(Br)ccc1NC(=S)N1CCOCC1
  ?	-43	98	99
CC(=O)/C(C#N)=C1\NC(=O)C(Cc2ccccc2C)S1 (stereo not given)
  ?	-20	100	100
NC(=S)N/N=C/c1ncc(C(F)(F)F)cc1Cl
  ?	-58	102	101
CCCCCN1C/C=C\C(c2ccc(OC)cc2)N(Cc2ccc(F)cc2)C(=O)C1 (stereo not given)
  ?	-49	101	100
O=C(NCc1ccc(Cl)cc1)c1ccc(CSc2nc3ccncc3[nH]2)cc1
  ?	2	99	104
Cc1ccc(S(=O)(=O)N2CCCCC2c2cccnc2)c(C)c1C (stereo not given)
  ?	-4	87	93
COc1ccc([N+](=O)[O-])c(OC)c1C(=O)NC(=O)Nc1c(F)cc(F)cc1F
  ?	-4	103	101
N#Cc1c(-c2ccc(Cl)cc2)c2c([nH]c1=O)-c1ccccc1OC2
  ?	-4	96	103
COC(=O)c1ccc2nccnc2c1
  ?	-5	98	101
Cc1ccc(-c2c[n+](CC(=O)Nc3c(C)cccc3C)c3n2CCC3)cc1
  ?	-34	93	100

Continuation.
Every second line gives: RGS7-Gao reg	Mcl1 Bid PPI	RGS4-Gao reg	RGS8-Gao
CCC1(C)Cc2ccccc2-c2nc(NCCCO)n(C)c(=O)c21 (stereo not given)
  ?	2	105	106
O=[N+]([O-])c1ccc(N2CCSCC2)cc1O
  ?	-16	97	100
O=C(c1ccc2c(c1)OCO2)N1CCC2(CC1)Oc1ccc(Cl)cc1C(=O)C21CC(c2ccc(Cl)cc2)=NO1 (stereo not given)
  ?	-54	107	101
Clc1ccccc1-c1nc(-c2ccncc2)no1
  ?	19	126	120
COc1cc2c(cc1OC)C(c1cccs1)N(C(=O)c1ccc(S(=O)(=O)N(C)C)cc1)CC2 (stereo not given)
  ?	-4	108	106
Cc1nn(C)c(C(=O)Sc2ccccc2)c1[N+](=O)[O-]
  ?	-15	99	100
Oc1ccc(/C=N/Nc2ccnc3cc(Cl)ccc23)c(O)c1
  ?	57*	97	98
CCOc1cc(/C=C2/SC(=S)N(CC(=O)O)C2=O)ccc1OC(=O)c1cccs1
  ?	30	104	104
Cc1cc(=O)oc2cc(OCCSCCN3CCCCC3)ccc12
  ?	7	95	100
COC(=O)c1sc(-c2ccc(Cl)cc2)cc1NC(=O)COCC(=O)O
  ?	13	104	100
Cc1ccc(-c2nn[nH]n2)cc1Cl
  ?	10	112	102
CN(C)C(=O)CN1CCN(Cc2nc(CC3CC3)no2)CC1
  ?	-50	101	102
CC(C)C(=O)N=C1SC2CS(=O)(=O)CC2N1Cc1ccc(Cl)cc1 (stereo not given)
  ?	18	99	104
COc1ccc(CCNC(=O)COC(=O)c2cc(S(=O)(=O)NCc3ccccc3)ccc2O)cc1OC
  ·	-22	90	98
c1ccc(CN2CCOCCOCCOCCOCC2)cc1
  ?	-11	86	91
S=c1[nH]ncn1/N=C/c1cccs1
  ?	-62	97	98
OCCC1CN(Cc2cc(F)ccc2-n2cccn2)CCN1Cc1ccc(F)cc1 (stereo not given)
  ?	-13	99	102
Cc1ccc(OCC(=O)N(Cc2cccs2)C2CCS(=O)(=O)C2)cc1 (stereo not given)
  ?	-25	98	102
COc1cc(CCCN2C(=O)C(=O)NC[C@@H]2CCCCN)cc(OC)c1OC
  ?	-4	100	102
COC(=O)c1sccc1NC(=O)CC1C(=O)NCCN1C(=O)Nc1ccc(F)cc1F (stereo not given)
  ?	-12	94	98
O=C1C2C(c3cccc(/C=C/c4ccccc4)c3)CC=CC2C(c2ccc(C(F)(F)F)cc2)N1Cc1ccccc1 (stereo not given)
  ?	-71	96	97
Cc1ccc(Cl)cc1NC(=O)c1cc2ccccc2cc1O
  ?	6	86	94
Cn1cnnc1Sc1ccc(C(=O)OCC(=O)NCC(F)(F)F)cc1[N+](=O)[O-]
  ?	-8	97	101
CSCC[C@H](NC(=O)Nc1ccc(OC(F)(F)F)cc1)C(=O)O
  ·	-22	61	55*
C/C(=N\NC(N)=O)c1c(F)cccc1F
  ?	-17	109	106
Cc1ccc(C)c(OCc2ccc(C(=O)NN)o2)c1
  ?	-30	101	101
Cn1c(=O)[nH]c(=O)c2c1nc(N/N=C/C(Br)=C/c1ccccc1)n2CCO
  ?	9	104	101
N#C/C(=C\c1cccc(O)c1)C(=O)Nc1ccc2c(c1)OCCO2
  ?	-9	91	94
C=CCNC(=S)NCC
  ?	-25	80	86
c1ccc(C2[C@H]3CN(CC4CCCCC4)[C@H](c4ccccc4)C34CC2(c2ccccc2)C4)cc1 (stereo not given in full)
  ?	-34	96	99

The list goes on.
Every second line gives: RGS7-Gao reg	Mcl1 Bid PPI	RGS4-Gao reg	RGS8-Gao
O=C(N/C=C/c1ccco1)Nc1cccc(Cl)c1
  ?	-40	94	97
CCOC(=O)c1nc(C)sc1-c1ccnn1S(=O)(=O)c1ccccc1C(F)(F)F
  ?	-13	110	105
C=C1CCN([C@H](C(=O)NCc2ccco2)C(C)C)S(=O)(=O)c2ccccc21
  ?	-57	96	98
CC(C)C1C(c2ccccc2)NC(c2ccccc2)CC1(O)c1ccc(F)cc1 (stereo not given)
  ?	-11	97	103
C[C@@H]1CC=C[C@H]2[C@H]1C(=O)N(Cc1ccccc1)[C@H]2c1ccc(F)c(Br)c1
  ?	-54	106	101
CC(C)(C)c1ccc(C(=O)Nc2ccc(O)c3c(=O)cc(-c4ccccc4Cl)oc23)cc1
  ?	-31	83	92
COC(=O)CCCC1=CC2=C(c3ccccc3)C(=O)C(C)(OC(=O)C3CCCC3)C(=O)C2=CN1CCc1c[nH]c2ccccc12 (stereo not given)
  ?	-82	104	104
COc1ccc(C2C(C#N)=C(N)Oc3cc(C)[nH]c(=O)c32)cc1OC (stereo not given)
  ?	-64	99	101
S=c1[nH]nc(-c2cc(-c3ccccc3)n[nH]2)n1/N=C/c1ccc(Cl)cc1
  ?	-36	96	98
Cc1nc(C(F)(F)F)ccc1C(=O)Nc1ccccc1F
  ?	-2	76	86
O=C(Nc1ccc(F)cc1)C1CCC(CNc2c(N3CCCCC3)c(=O)c2=O)CC1 (stereo not given)
  ?	-15	102	102
COc1cc(OC)c2ccc(=O)oc2c1C(CCN1CCCC1)c1ccc(N(C)C)cc1 (stereo not given)
  ?	-108	101	102
N=C1C(c2nc3ccccc3s2)=C(O)CN1NC(=O)c1ccco1
  ?	-12	96	103
Cc1ccc(C2=NOC3(CC(=O)N(c4ccccc4)C3=O)C2)cc1 (stereo not given)
  ?	-2	90	99
COc1ccccc1NC(=O)C(=O)NNS(=O)(=O)c1ccc2ccccc2c1
  ?	-23	99	101
Cc1ccc(CNS(=O)(=O)c2c(C)n(C)c(=O)n(C)c2=O)cc1
  ?	-22	103	104
COc1ccc(/C(C)=N/Nc2nc3ccccc3nc2C)cc1
  ?	-66	96	100
O=C1N=NC2=C1c1c3ccccc3c(O)n1CC2
  ?	-9	105	103
COCc1cc(=O)[nH]c(SCC(=O)c2ccccc2)n1
  ?	-5	97	98
O=c1cc(C(F)(F)F)[nH]c2c(OC(F)(F)F)cccc12
  ?	16	103	101
CN1CCN(C(=O)CSc2nc3ccc(NC(=O)c4ccccc4F)cc3s2)CC1
  ?	-27	100	103
O=C(O)CC1(CC(=O)Nc2ccc3c(c2)OCCCO3)CCCCC1
  ?	2	81	91
O=C(Cn1nnc(-c2cccc(C(F)(F)F)c2)n1)NNS(=O)(=O)c1cccc(C(F)(F)F)c1
  ?	-10	84	94
CCOC(=O)c1c(N)sc2c1CCCC2=O
  ?	-32	106	101
CC(C)(C)NC(=O)N1CCCN(c2ccc(C(F)(F)F)cn2)CC1
  ?	19	104	106
CCOC(=O)c1cc(C)[nH]c(=O)c1C#N
  ?	5	98	99
COC(=O)C(NC(C)=O)(Nc1cccc(C)n1)C(F)(F)F (stereo not given)
  ?	7	100	100
Clc1ccc(CSc2nncn2-c2ccc3c(c2)OCCO3)cc1
  ?	-3	100	97
NCCCCCC(=O)N/N=C/c1ccc2nccnc2c1
  ?	-9	106	105
NS(=O)(=O)c1ccc(NC(=O)Nc2ccc(C(F)(F)F)cc2)cc1
  ?	-3	101	101

Just RGS7-Gao reg and RGS8-Gao (5 entries from above):
SMILES	RGS7-Gao reg	RGS8-Gao
COCc1cc(=O)[nH]c(SCC(=O)c2ccccc2)n1	?	98
Cc1ccc(CNS(=O)(=O)c2c(C)n(C)c(=O)n(C)c2=O)cc1	?	104
O=c1cc(C(F)(F)F)[nH]c2c(OC(F)(F)F)cccc12	?	101
Cc1nc(C(F)(F)F)ccc1C(=O)Nc1ccccc1F	?	86
O=C1N=NC2=C1c1c3ccccc3c(O)n1CC2	?	103

Entries of single compounds, looked up by structure.
`NS(=O)(=O)c1ccc(NC(=O)Nc2ccc(C(F)(F)F)cc2)cc1` as listed: RGS7-Gao reg = ?; Mcl1 Bid PPI = -3; RGS4-Gao reg = 101; RGS8-Gao = 101
`O=C(Nc1ccc(F)cc1)C1CCC(CNc2c(N3CCCCC3)c(=O)c2=O)CC1` (stereo not given) as listed: RGS7-Gao reg = ?; Mcl1 Bid PPI = -15; RGS4-Gao reg = 102; RGS8-Gao = 102

Following part
Every second line gives: RGS7-Gao reg	Mcl1 Bid PPI	RGS4-Gao reg	RGS8-Gao
CC(C)(C)OC(=O)NCc1ccc(NC(=O)c2nc[nH]c2C(=O)N[C@@H](Cc2ccccc2)C(=O)OC(C)(C)C)cc1
  ?	9	100	101
COc1ccc(Cn2c(O)c(/C=C3/C=CC=N3)c(=O)[nH]c2=O)cc1
  ?	-21	96	98
CC1(OC(=O)CCc2ccccc2)C(=O)C=C2C=C(c3ccc(C#N)cc3)N(CCc3ccccn3)C=C2C1=O (stereo not given)
  ?	-46	105	102
O=C(c1ccc(Cn2cc(Cl)c([N+](=O)[O-])n2)cc1)N1CCN(Cc2ccccc2)CC1
  ?	-6	101	103
COc1ccc(SC[C@H](CC(C)C)N2CCN(CCc3ccccc3)CCC2=O)cc1
  ?	-78	121	110
COc1ccc(CCCc2nc3ccccc3[nH]2)cc1
  ?	3	101	100
CC(OC(=O)CCCN1C(=O)c2ccccc2C1=O)C(=O)Nc1ncc(Cl)cc1Cl (stereo not given)
  98	-26	100	101
Nc1c(C(=O)N/N=C/c2ccc(OCc3ccccc3)cc2)cnn1-c1ccccc1
  ?	-4	98	98
CC(=O)/C(C#N)=C1\NC(=O)C(Cc2ccc(F)cc2)S1 (stereo not given)
  ?	-4	89	100
Cc1nc(SC(C)C(=O)Nc2cccc(C(F)(F)F)c2)c2c(C)c(C(=O)O)sc2n1 (stereo not given)
  ?	-4	99	100
Brc1csc2ncccc12
  ?	-5	101	97
CC(=O)c1ccc(NC(=O)c2ccc(CNc3c(N4CCCC4)c(=O)c3=O)cc2)cc1
  ?	-18	98	100
N=c1n(CCN2CCCCC2)c2ccccc2n1CC(O)c1ccco1 (stereo not given)
  ?	-26	81	91
Cc1nc(-c2ccc(Cl)cc2)sc1C1(C)CC(c2cccc([N+](=O)[O-])c2)=NO1 (stereo not given)
  ?	-23	97	98
COC(=O)c1ccc(/C=N/Nc2nc(C)c(C)s2)cc1
  ?	-9	101	102
